High-throughput results from PubChem.
HIF activator: HIF pathway transcriptional activation. U2OS HRE-luciferase reporter, luminescence; normalized: DMSO 0%, desferrioxamine 100%. activation, % at 7.5 µM (by protocol). 300,000 compounds, 0.32% hits. AID 1910;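 active = mean activation of at least 10% of the iron chelator positive control signal, with at least half of replicates also reaching 10%; inconclusive = mean and replicate majority disagree about reaching 10%; inactive = mean and most replicates under 10%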
TRPC4 block: inhibitors of mouse TRPC4 channel | Q9QUQ5 | HEK293 TRPC4beta/mu-opioid, DAMGO-evoked Fluo4 calcium flux; hits give low values | B-score at 10 µM | 300,000 compounds, 0.39% hits;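 active = B-score over 3 SD under the library average, no early fluorescence shift, positive overall ratio signal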
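Test system – stable TRPC4beta/mu-opioid receptor HEK293 cells · Probe or stimulus – DAMGO, a submaximal dose followed by a maximal one · Dosing – one concentration per compound · Signal – Fluo4 calcium fluorescence by kinetic imaging, 5 s 1 Hz baseline · Evaluation – per-well B score of integrated baseline-normalized Fluo4 ratio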
MrgX1 antag: human MrgX1 receptor antagonism, primary screen; Q96LB2; MRGX1-HEK293 calcium flux, Fluo-4, BAM8-22 antagonism; hits give low values; B-score at 10 µM; 310,000 compounds, 1.3% hits; AID 588676;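 active = calcium-response B-score plate-corrected more than 3 library SD below zero, starting fluorescence within 5 deviations, no agonist response on first addition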;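 also: peak minus trough fluorescence over baseline after final BAM8-22 challenge near maximal dose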
TRPC6 activator: mouse TRPC6 channel activation; Q61143; HEK293-TRPC6 membrane potential dye fluorescence; hits give high values; B-score at 10 µM; 310,000 compounds, 0.13% hits; AID 2550;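 active = B-score of the integrated fluorescence ratio above library mean plus 3 SD, and starting fluorescence ratio within library mean plus 5 SD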;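 also: higher score means more depolarization so channel activation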
Target sequence (Q61143 whole entry, looked up): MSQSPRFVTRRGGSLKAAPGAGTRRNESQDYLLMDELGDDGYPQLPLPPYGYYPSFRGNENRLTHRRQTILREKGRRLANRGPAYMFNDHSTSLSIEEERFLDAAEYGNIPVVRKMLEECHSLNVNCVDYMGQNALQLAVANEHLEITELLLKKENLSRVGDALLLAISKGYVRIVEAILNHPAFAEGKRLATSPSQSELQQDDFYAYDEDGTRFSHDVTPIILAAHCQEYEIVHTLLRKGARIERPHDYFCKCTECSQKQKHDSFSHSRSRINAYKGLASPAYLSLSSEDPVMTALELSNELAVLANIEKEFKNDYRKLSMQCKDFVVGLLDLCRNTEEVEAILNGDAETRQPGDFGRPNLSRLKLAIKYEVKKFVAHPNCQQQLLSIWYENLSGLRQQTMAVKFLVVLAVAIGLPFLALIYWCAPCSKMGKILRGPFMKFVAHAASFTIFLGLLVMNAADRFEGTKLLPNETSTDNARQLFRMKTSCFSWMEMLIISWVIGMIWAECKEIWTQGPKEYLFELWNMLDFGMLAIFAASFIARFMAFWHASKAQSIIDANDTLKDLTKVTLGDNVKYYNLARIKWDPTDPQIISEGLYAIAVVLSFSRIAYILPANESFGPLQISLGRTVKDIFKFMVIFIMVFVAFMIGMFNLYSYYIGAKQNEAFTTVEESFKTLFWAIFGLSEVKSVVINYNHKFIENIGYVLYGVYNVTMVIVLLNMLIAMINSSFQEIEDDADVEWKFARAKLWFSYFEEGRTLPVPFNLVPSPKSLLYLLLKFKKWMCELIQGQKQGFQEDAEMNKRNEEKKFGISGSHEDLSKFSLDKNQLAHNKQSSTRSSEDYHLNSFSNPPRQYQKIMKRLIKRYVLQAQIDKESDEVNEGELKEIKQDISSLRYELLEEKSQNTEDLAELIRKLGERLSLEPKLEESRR
SKKanGAS inh: SKKanGAS growth inhibition; S. pyogenes SKKanGAS, kanamycin growth, BacTiter-Glo, 6 h; inhibition, % at 7.5 µM; 300,000 compounds, 1.3% hits;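 active = mean replicate score, as percent of positive control median, at least 50; inconclusive = mean below 50 but one replicate at or above 50; inactive = mean and every replicate below 50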;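 also: strain carries kanamycin resistance gene driven by streptokinase promoter and grows in 40 µg/ml kanamycin; loss of luminescence reflects streptokinase promoter inhibition or plain growth inhibition; 0% = median of DMSO wells and 100% = positive control at its reference dose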
TRPC6 inhibitor: blocks the mouse TRPC6 cation channel; HEK293-TRPC6, membrane potential dye, ACh-evoked depolarization; hits give low values; AID 2553; 310,000 compounds, 1.1% hits; B-score at 10 µM;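 active = B-score under library mean minus 3 SD, initial fluorescence not abnormally high, positive integrated signal ratio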;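 also: B-score derived from integrated fluorescence ratio over the kinetic read; more negative B-score means stronger inhibition of depolarization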
MrgX1 allo act: human MrgX1 positive allosteric modulation, primary screen | Q96LB2 | MrgX1-HEK293, Fluo-4 calcium flux, FDSS; hits give high values | B-score at 10 µM | 310,000 compounds, 0.63% hits | AID 588675;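 active = plate-corrected calcium response at least 3 library SD above typical, normal starting fluorescence, not activating the receptor alone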;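 also: compound read alongside a low EC10 to EC30 dose of BAM8-22 agonist; peak minus trough fluorescence over baseline measured at the second addition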
RGS4 inh: inhibitors of human RGS4. P49798. HEK293 M3R/RGS4 inducible, Fluo-4 calcium flux; hits give high values; triggered by carbachol at its EC20. B-score at 10 µM. 310,000 compounds, 0.45% hits. AID 463165;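 active = B-score, a plate-corrected calcium signal, over three deviations above library mean, with baseline fluorescence within five deviations of library mean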;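 also: RGS4 expression induced by doxycycline in cells with stable M3 receptor; B-score is computed from the integrated fluorescence ratio over baseline after carbachol; higher B-score means a larger calcium signal and so more RGS4 inhibition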
Target sequence (P49798 whole entry, looked up): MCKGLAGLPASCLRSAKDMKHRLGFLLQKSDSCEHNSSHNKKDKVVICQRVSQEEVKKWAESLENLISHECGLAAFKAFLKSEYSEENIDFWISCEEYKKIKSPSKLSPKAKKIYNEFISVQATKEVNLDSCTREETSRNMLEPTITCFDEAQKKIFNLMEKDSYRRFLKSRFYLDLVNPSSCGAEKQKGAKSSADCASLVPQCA
Platelet DG rel: modulates dense granule release in human platelets; inhibition, %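 (compounds screened at 7.5 µM in platelet-rich plasma)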; 300,000 compounds, 0.22% hits; human platelet-rich plasma, SFLLRN dense granule ATP release, luminescence;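 active = mean replicate score, as percent of positive control, at or above 50; inconclusive = mean below 50 but at least one replicate at or above 50; inactive = mean and every replicate below 50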
RGS4 pot: RGS4 potentiation or activation | AID 463111 | B-score at 10 µM | HEK293 M3R/inducible RGS4, carbachol calcium flux Fluo4; hits give low values | 310,000 compounds, 0.92% hits;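 active = B-score of the integrated calcium signal more than 4 SD below the library mean, with starting fluorescence not abnormally high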;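 also: negative B-score means reduced calcium response which marks RGS4 activation or potentiation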
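Test system: HEK293 cells with stable M3R and inducible RGS4; also added: carbachol at ECmax as muscarinic agonist stimulus; schedule: dye loading 30 min 37 °C, buffer rest 30 min RT; technique: kinetic calcium fluorescence imaging with Fluo4-AM dye, 2 µM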
MrgX1 agonist: human MrgX1 receptor agonism, primary screen; Q96LB2; MrgX1-HEK293 cells, Fluo-4 calcium fluorescence, agonist mode; hits give high values; B-score at 10 µM; 310,000 compounds, 0.44% hits;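 active = calcium response B-score plate-corrected fluorescence ratio at least 3 library SD, with starting fluorescence B-score inside 5 SD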
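times = overnight plating, then 30 min 37 °C plus 30 min room-temperature dye loading | assay system = stable human MrgX1 HEK293 cell line | input = fifteen thousand cells per well | signal = kinetic calcium dye fluorescence, Fluo-4 NW | dosing = compound delivered in addition one of three | read-out = B-scored fluorescence response ratio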
The depositor's hits bear a star; i = inactive; ? = inconclusive; . = not tested or not shown.

SMILES	HIF activator	TRPC4 block	MrgX1 antag	TRPC6 activator	SKKanGAS inh	TRPC6 inhibitor	MrgX1 allo act	RGS4 inh	Platelet DG rel	RGS4 pot	MrgX1 agonist
COc1ccc(N(CC(=O)N2CCN(c3cccc(C)c3)C(C)C2)S(=O)(=O)c2c(C)n[nH]c2C)cc1 (centres undefined)	-0.4	i	i	i	-4	i	i	i	18	i	i
O=C(Oc1ccc(-c2cnc3ccccc3n2)cc1)c1cccc([N+](=O)[O-])c1	0.1	i	i	i	8	i	i	i	12	i	i
COC(=O)c1cc(O)c(OCc2ccccc2)c(O)c1	0.1	i	i	i	-4	i	i	i	3	i	i
COc1ccc2[nH]c(=O)c(CN(Cc3nnnn3Cc3ccc(F)cc3)CC3CCCO3)cc2c1 (centres undefined)	0.3	i	i	i	1	i	i	i	2	i	i
CCC(=O)N1CCN(c2c(Cl)cccc2[N+](=O)[O-])CC1	-0.2	i	i	i	1	i	i	i	4	i	i
CC1Cc2ccccc2N1C(=O)Cn1cc([N+](=O)[O-])cn1 (centres undefined)	-0.6	i	i	i	-2	i	i	i	10	i	i
O=C(NS(=O)(=O)Oc1cccc(F)c1)OC[C@@H]1CCCN2CCCCC12 (some centres undefined)	-29	i	i	i	-6	i	i	i	-19	i	i
O=C(NCc1ccc2c(c1)OCO2)C1CCCN1C(=O)Nc1cccc(Cl)c1 (centres undefined)	0.3	i	i	i	7	i	i	i	-5	i	i
CC1CCN(S(=O)(=O)c2ccc3c(c2)c(=O)c(C(=O)NCc2ccccc2Cl)cn3C)CC1	-0.1	i	i	i	-4	i	i	i	8	i	i
CCOc1ccc2oc(C(=O)NNC(=O)c3csc(N4CCOCC4)n3)c(C)c2c1	0.4	i	i	i	31	i	i	i	-7	i	i
COc1cccc(CN(C)CC(O)COC(c2ccccc2)c2ccccc2C)c1 (centres undefined)	1.9	i	i	i	4	i	i	i	-4	i	i
Cc1nnc(SCC(=O)NC(=O)NC(C)(C)C)n1N	0.7	i	i	i	-3	i	i	i	-1	i	i
O=C(c1ccco1)N(Cc1ccc(Cl)cc1)C1CCS(=O)(=O)C1 (centres undefined)	-0.3	i	i	i	-5	i	i	i	-12	i	i
CCOc1ccc(S(=O)(=O)N2CCCC(C(=O)N3CCC(C(N)=O)CC3)C2)cc1Cl (centres undefined)	-0.4	i	i	i	-2	i	i	i	10	i	i
N#CCC(=O)N1CCCCCC1	0.6	i	i	i	-6	i	i	i	9	i	i
CCOC(=O)N1CN(C(=O)OCC)CN(C(=O)OCC)C1	-13	i	i	i	-3	i	i	i	-3	i	i
CC(C)(C)c1ccc(Cn2nnc3c(=O)[nH]c(C4CCN(C(=O)c5ccco5)CC4)nc32)cc1	-5.2	i	.	i	3	i	.	i	8	i	.
O=C(c1ccccc1)c1ccc(OCC(O)CNCc2ccc(F)cc2)cc1 (centres undefined)	-1.6	i	i	i	-5	i	i	i	8	i	i
CC1CCc2c(sc3nc(C4CC4)nc(N4CCN(C(=O)c5ccco5)CC4)c23)C1 (centres undefined)	0.6	i	i	i	58*	i	i	i	1	i	i
Cc1cc(Nc2ccccc2)n(C(=O)c2ccc(N)cc2)n1	-0.3	i	i	i	0	i	i	i	2	i	i
CCC(CO)NCC#Cc1ccccc1 (centres undefined)	-0.2	i	i	i	-11	i	i	i	-5	i	i
CC1CCN(C(=O)CSc2nc(N)c(NC(=O)c3ccccc3)c(=O)[nH]2)CC1	-0.3	i	i	i	2	i	i	i	13	i	i
O=C(Nc1cc(C(F)(F)F)ccc1Cl)c1cc(C2CC2)on1	-0.1	.	i	i	-1	i	i	i	-12	i	i
Cc1cccc(NC(=O)NNC(=O)COc2ccc3ccccc3c2)c1	0.4	i	i	i	-8	i	i	i	7	i	i
CC(C)(C)c1ccc(OCc2ccc(C(=O)NCc3cccnc3)o2)cc1	1.5	i	i	i	-2	i	i	i	-6	i	i
O=C(CSCCO)Nc1cccc(C(F)(F)F)c1	0.2	i	i	i	-5	i	i	i	-5	i	i
CC1CN(C(=O)c2ccc(CNS(=O)(=O)c3cccc(Cl)c3)cc2)CC(C)O1 (centres undefined)	0.6	i	.	i	3	i	.	i	1	i	.
CCCNC(=O)c1cc(OC)c(OC)cc1[N+](=O)[O-]	-0.5	.	i	i	3	i	i	i	-8	i	i
C=C(C)COc1ccc2c(CC)cc(=O)oc2c1C	0.5	i	i	i	2	i	i	i	2	i	i
Cc1nc2ccccc2c(=O)n1/N=C/c1ccc(C(C)C)cc1	-0.4	i	i	i	14	i	i	i	-4	i	i
CC(C)(C)C(=O)N1CCc2cc(-c3csc(N)n3)ccc21	-0.9	i	i	i	2	i	i	i	12	i	i
N/C(Cc1ccc(Cl)cc1)=N\OC(=O)C1CCCCC1	0.9	i	i	i	0	i	i	i	1	i	i
CCOc1ccc(N2C(=O)CNC2=S)cc1	-0.4	i	i	i	0	i	i	i	1	i	i
Cc1ccccc1Nc1ncnc2c1cnn2-c1ccccc1	3.8	i	i	i	-4	i	11*	i	-6	i	i
O=C(c1cccc(-c2ccco2)c1)N1CCCC(N2CCN(c3ccc(F)cc3)CC2)C1 (centres undefined)	-0.2	i	i	i	-1	i	i	i	-4	i	i
Cc1ccc(NC(=O)CSc2nccn2C)cc1F	1.9	i	i	i	5	i	i	i	-12	i	i
O=C(CSCc1ccc(Cl)cc1)NCCSCc1ccco1	0.4	i	i	i	-6	i	i	i	-3	i	i
CCOC(=O)N1CCC(NC(=O)CSCc2nc(-c3cccc(OC)c3)oc2C)CC1	-0.7	i	i	i	-5	i	i	i	9	i	i
O=[N+]([O-])/C=C/c1cn(Cc2ccccc2)c2ccccc12	0.6	i	i	i	4	i	i	16*	1	i	i
COc1cccc(N2CCN(C(=O)c3ccc(CS(=O)c4ccccc4Cl)o3)CC2)c1 (centres undefined)	1.1	i	i	i	13	i	i	i	2	i	i
Cc1c2cn[nH]c(=O)c2c(C)n1Cc1ccc(F)cc1	0.0	i	i	i	-2	i	i	i	-3	i	i
Nc1ccc(NC(=O)c2ccco2)c(Cl)c1	0.3	i	i	i	-12	i	i	i	-7	i	i
O=C(c1cccc(Cl)c1)N1CCN(c2ncnc3c2cnn3-c2ccccc2)CC1	0.2	i	i	i	17	i	i	i	4	i	i
CC(=O)c1c(NCCc2ccccc2)nc(=S)n(-c2ccccc2)c1C	0.9	i	i	i	-9	i	i	i	-7	i	i
Cc1nnc2c(Oc3ccccc3)nc3ccccc3n12	-0.1	i	i	i	3	i	i	i	-24	i	i

In the list so far, two have a CF3 group.
SMILES	HIF activator	TRPC4 block	MrgX1 antag	TRPC6 activator	SKKanGAS inh	TRPC6 inhibitor	MrgX1 allo act	RGS4 inh	Platelet DG rel	RGS4 pot	MrgX1 agonist
O=C(Nc1cc(C(F)(F)F)ccc1Cl)c1cc(C2CC2)on1	-0.1	.	i	i	-1	i	i	i	-12	i	i
O=C(CSCCO)Nc1cccc(C(F)(F)F)c1	0.2	i	i	i	-5	i	i	i	-5	i	i

Some of the entries so far, as comma-separated lines:
molecule,HIF activator,TRPC4 block,MrgX1 antag,TRPC6 activator,SKKanGAS inh,TRPC6 inhibitor,MrgX1 allo act,RGS4 inh,Platelet DG rel,RGS4 pot,MrgX1 agonist
Nc1ccc(NC(=O)c2ccco2)c(Cl)c1,0.3,i,i,i,-12,i,i,i,-7,i,i
O=C(c1cccc(Cl)c1)N1CCN(c2ncnc3c2cnn3-c2ccccc2)CC1,0.2,i,i,i,17,i,i,i,4,i,i

Later entries
SMILES	HIF activator	TRPC4 block	MrgX1 antag	TRPC6 activator	SKKanGAS inh	TRPC6 inhibitor	MrgX1 allo act	RGS4 inh	Platelet DG rel	RGS4 pot	MrgX1 agonist
COCCCNc1nc2nonc2nc1NCCSC	0.0	i	i	i	-3	i	i	i	7	i	i
CCCCOC(=O)n1c(=O)oc2cc(S(=O)(=O)N3CCCCC3)ccc21	55*	i	i	i	-1	i	i	i	-34	i	i
CCC1=NN2C(=N)/C(=C\c3ccc(OCc4cc(=O)n5nc(CC)sc5n4)c(OC)c3)C(=O)N=C2S1	-0.4	i	.	i	1	i	.	i	-1	i	.
O=C(c1ccc2c3c(cccc13)CC2)C1CCCN(Cc2ccccn2)C1 (centres undefined)	0.0	i	i	i	69*	i	i	i	14	i	i
Cc1c(N=Cc2ccc(O)c(Br)c2)cccc1[N+](=O)[O-]	-0.2	i	i	i	2	i	i	i	7	i	i
O=C(CCN1C(=O)/C(=C/c2ccccc2)SC1=S)NC1CCS(=O)(=O)C1 (centres undefined)	0.1	i	i	i	2	i	i	i	-5	i	i
Cc1ccc(COc2ccsc2C(=O)NNC(N)=S)cc1	-0.2	i	i	i	1	i	i	i	-2	i	i
Cc1cccc(-c2nnc(SCC(=O)N3CCOCC3)o2)c1	1.9	i	i	i	0	i	i	i	-4	i	i
COc1ccc(N(C(=O)c2ccc(Cl)cc2)C2=CC3CCC(C2)N3C)cc1 (centres undefined)	0.0	i	i	i	0	i	i	i	?	i	i
Cc1ccc(S(=O)(=O)N(CC(=O)NCc2ccccc2Cl)C(=O)N2CCN(C)CC2)cc1	-0.5	i	i	i	-5	i	i	i	.	i	i
CN(C)/N=C/c1ccc(Sc2ccccc2[N+](=O)[O-])o1	-0.1	i	i	i	8	i	i	i	4	i	i
COC(=O)CCN(C(=O)c1ccc(N2CCCCC2)c([N+](=O)[O-])c1)c1ccccn1	0.0	i	i	i	-10	i	i	i	0	i	i
CC(C)n1nnnc1-c1cc(Cl)cc(Cl)c1	-0.1	i	i	i	0	i	i	i	5	i	i
CCOc1ccc(CCNC(=O)CCCn2nc(C)c3c(C)n(-c4ccccc4)nc3c2=O)cc1	-0.2	i	i	i	3	i	i	i	6	i	i
COc1cccc2cc(C(=O)N3CCN(C45CC6CC(CC(C6)C4)C5)CC3)c(=O)oc12	-1.9	i	i	i	-2	i	i	i	8	i	i
Cc1cc(C(=O)Nc2ccccc2Cc2ccccc2)no1	0.1	i	i	i	-6	i	i	i	17	i	i
